Screens deposited in PubChem BioAssay by several laboratories.
LRH-1 inv ag – inverse agonists of human LRH-1 (NR5A2); 0.13% of 360,000 active; HEK293T StAR-luciferase reporter, LRH-1 transfected, 24 h; inhibition, % at 3.6 µM; AID 602396;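 active = inhibition above the mean inhibition of all tested compounds plus 3 SD, cut at about 73% in these data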;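 also: 0% = DMSO wells and 100% = reporter-only cells lacking LRH-1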
NCOA2 inhibitor – human SRC2 (NCOA2) inhibition. inhibition, % at 9 µM. HEK293 GAL4-SRC2 luciferase reporter, luminescence. 0.17% of 370,000 active. AID 651957. Q15596;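 active = inhibition above the mean inhibition of all tested compounds plus 3 SD, set per campaign, cut at about 52% in these data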;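 also: 0% = DMSO treated cells and 100% = cells given Gossypol at 36 µM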
NCOA1 inh – inhibits human SRC1 coactivator; HEK293 GAL4-SRC1 luciferase reporter, luminescence; Q15788; 0.12% of 360,000 active; inhibition, % at 3.6 µM;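 active = inhibition above the campaign mean plus 3 SD, with each screening campaign given its own cutoff, cut at about 60% in these data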;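 also: 0% = DMSO treated cells and 100% = gossypol at 36 µM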
NR2F2 inh – inhibitors of human COUP-TFII (NR2F2). P24468. inhibition, % at 8.6 µM. AID 686940. 0.7% of 370,000 active. HEK293T NGFI-A luciferase reporter, luminescence;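 active = inhibition above a per-plate cutoff, mean inhibition of test wells between control levels plus 3 SD, cut at about 38% in these data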;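 also: cells cotransfected with COUP-TFII expression vector driving the NGFI-A reporter; 0% = median of COUP-TF2 test wells and 100% = reporter-only cells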
TLR9-MyD88 inh – TLR9-MyD88 interaction inhibition | inhibition, % at 4.98 µM | 0.21% of 340,000 active | Q9NR96+Q99836 | CHO BLA complementation TLR9-MyD88, CCF4 FRET ratio | AID 504734;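 active = inhibition above the mean over all tested compounds plus 3 SD, cut at about 21% in these data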;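 also: 0% = DMSO only wells and 100% = clavulanate BLA inhibitor control wells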
TRAIL sens C8 – sensitizes caspase-8 expressing cells to TRAIL; NB7+C8 cells + TRAIL, ATPlite viability luminescence; inhibition (viability loss, TRAIL sensitization), % at 10 µM; 1% of 360,000 active; AID 624354;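 active = compounds causing at least 50% loss of cell viability in the single-dose screen, relative to plate controls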
SRC3 inh – inhibitors of human steroid receptor coactivator 3 (SRC3) | inhibition, % at 3.6 µM | HEK293 GAL4-SRC3 luciferase reporter, luminescence | Q9Y6Q9 | 0.17% of 360,000 active;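 active = inhibition above a per-campaign cutoff, the mean of all compounds plus 3 SD, cut at about 60% in these data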;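 also: 0% = DMSO-treated cells and 100% = gossypol-treated cells at 36 µM; higher means less SRC3-driven luciferase light from the GAL4 reporter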
EBV LMP1 NFkB – reduces LMP1-driven NF-kappaB luciferase signal; LMP1-induced NF-kappaB luciferase reporter cells, luminescence; inhibition, % at 12.5 µM; 0.69% of 350,000 active; in the data active = inhibition above about 41%; inconclusive = no clear call, values can overlap the other calls;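 also: 0% = neutral control wells and 100% = reference inhibitor control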
TROY NFkB inh – blocks TROY-dependent signaling in reporter cells; Q293 LMP1-TROYcd NF-kB luciferase reporter, 4 h; inhibition, % at 10 µM; 0.98% of 360,000 active; AID 1347056;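 active = compounds whose plate-normalised and pattern-corrected inhibition of the luciferase reporter signal at the single screening dose is 50% or more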
Vif inh – inhibitors of HIV Vif; HEK293T cells, Vif self-association by quenched fluorescence, imaging, 24 h; 0.35% of 340,000 active; AID 602346; inhibition, % at 7.49 µM; in the data active = inhibition above about 50%, passing the limit was not always enough; inconclusive = no clear call, values can overlap the other calls; inactive = below about 31%; also: some results filed as inactive read as strong as hits
NOD2 RIPK2 PPI – blocks binding of human NOD2 to RIPK2; O43353; 0.38% of 360,000 active; inhibition, % at 4.98 µM; CHO BLA complementation NOD2-RIPK2, CCF4 ratio; AID 624267; in the data active = inhibition above about 21%;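 also: 0% = vehicle only and 100% = reference blocker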
Starred values were filed as active, the others as inactive; u = inconclusive; x = not tested or not shown.

cpd	smiles	LRH-1 inv ag	NCOA2 inhibitor	NCOA1 inh	NR2F2 inh	TLR9-MyD88 inh	TRAIL sens C8
1	O=C(NN1CCOCC1)c1cc(-c2ccncc2)nc2ccccc12	7	-17	10	0	-12	-10
2	N#CC(CC(=O)c1ccc(Cl)cc1)c1ccccc1 (stereo unspecified)	-8	2	4	-12	3	-4
3	Cc1cc([N+](=O)[O-])nn1CC(=O)NCc1ccccc1	19	20	2	9	8	0
4	Cc1ccc(S(=O)(=O)NC(=O)Nc2nc(-c3ccc(F)c(F)c3)cs2)cc1	-33	-14	-28	-11	1	-16
5	COc1ccc(C(=O)C2CCCN(C(=O)CSC)C2)cc1OC (stereo unspecified)	10	9	-37	8	-5	4
6	CC(=O)Nc1ccc(C=NNc2ccc([N+](=O)[O-])cn2)cc1	-14	-26	-65	-11	-1	-3
7	CCNC(=O)OCc1cn(-c2ccc(Cl)cc2)nn1	3	2	2	7	19	-6
8	Cc1ccc(-n2ncc(C(=O)Nc3cc(Cl)cc(Cl)c3)c2C2CCNCC2)cc1C	5	-5	10	-3	4	-3
9	CC(C)(C)c1cc[n+](/C(C(=S)NC2CC2)=C(/[O-])c2ccc(Cl)s2)cc1	0	-6	0	-18	-3	-3
10	CCOc1ccc(C(C)=O)cc1N1C(=O)C2C3C=CC(O3)C2C1=O (stereo unspecified)	0	x	-15	x	6	-10
11	COc1cc(/C=C/C(=O)c2ccc3c(c2)OCO3)cc(Cl)c1O	11	-1	-9	-1	22*	6
12	CCCCc1c(-c2cccc(Cl)c2)ncn1CCc1ccccc1OC	-12	3	x	23	x	34

cpd	SRC3 inh	EBV LMP1 NFkB	TROY NFkB inh	Vif inh	NOD2 RIPK2 PPI
1	13	2	15	0	3
2	3	-2	4	-3	-3
3	-24	0	6	-2	-3
4	-11	-6	-20	12	3
5	13	-2	-18	-5	0
6	-68	-48	-56	-6	3
7	4	-1	4	-1	0
8	13	-11	-6	-20	7
9	-12	-3	18	6	3
10	0	4	-5	x	5
11	12	2	4	6	11
12	x	x	39	x	-10

Three entries out of the list above, arranged by the value under NCOA1 inh, largest number first:
no.	canonical_smiles	LRH-1 inv ag	NCOA2 inhibitor	NCOA1 inh	NR2F2 inh	TLR9-MyD88 inh	SRC3 inh	EBV LMP1 NFkB	Vif inh	NOD2 RIPK2 PPI
11	COc1cc(/C=C/C(=O)c2ccc3c(c2)OCO3)cc(Cl)c1O	11	-1	-9	-1	22*	12	2	6	11
10	CCOc1ccc(C(C)=O)cc1N1C(=O)C2C3C=CC(O3)C2C1=O (stereo unspecified)	0	x	-15	x	6	0	4	x	5
5	COc1ccc(C(=O)C2CCCN(C(=O)CSC)C2)cc1OC (stereo unspecified)	10	9	-37	8	-5	13	-2	-5	0

Going on with the list.
cpd	smiles	LRH-1 inv ag	NCOA2 inhibitor	NCOA1 inh	NR2F2 inh	TLR9-MyD88 inh	TRAIL sens C8
13	Cc1ccc2oc(=O)c3cc(C(=O)NCc4ccco4)sc3c2c1	-10	-14	-34	-4	-10	23
14	COCCCNC(=O)Cn1nc(-c2ccccc2OC)ccc1=O	2	10	10	3	0	6
15	Cc1cccc(C(=O)NCCc2n[nH]c(=S)n2C)c1	0	-5	4	-12	12	-1
16	CCNC(=O)C1CCCN1S(=O)(=O)c1ccc(OC)cc1 (stereo unspecified)	5	20	-7	0	13	-6
17	O=C(Nc1cccc2cccnc12)c1cc(F)c(F)cc1Cl	-14	-29	-37	0	1	-25
18	CCOC(=O)C1CCN(S(=O)(=O)Cc2ccccc2)CC1	-24	-2	-17	-3	1	-9
19	CCOc1ccccc1C(=O)NN1CCOCC1	7	7	9	3	-12	-12
20	COc1cccc(NC(=O)CSc2nc3c(c(-c4ccco4)c2C#N)CCCC3)c1	14	5	-23	-1	-10	-5
21	O=c1cc(CN2CCN(c3ccccc3)CC2)c2c(ccc3ccccc32)o1	1	4	-17	12	-6	6
22	COc1ccc(OC)c(N(CC(=O)Nc2ccccc2F)S(=O)(=O)c2ccccc2)c1	12	16	-108	17	-4	-5
23	Cn1ccn(CCCCCCn2ccn(C)c2=S)c1=S	-6	-15	4	4	-8	-16
24	Cc1cc(C)n2nc(C(=O)NCCc3ccccc3)nc2n1	-69	-65	-58	-22	4	4

cpd	SRC3 inh	EBV LMP1 NFkB	TROY NFkB inh	Vif inh	NOD2 RIPK2 PPI
13	10	-2	-21	-1	4
14	-12	0	-8	x	-11
15	2	-4	0	4	-10
16	15	-6	-1	19	-7
17	-36	-13	-63	-6	1
18	-5	-8	-24	1	13
19	-3	8	3	-10	6
20	-6	-7	-15	-9	-8
21	14	0	9	7	-9
22	0	-4	-2	-14	-16
23	-19	1	7	-7	1
24	-43	-18	-42	2	-3

Reformatted with values under each structure: part of the list above
Order of values – LRH-1 inv ag | NCOA2 inhibitor | NCOA1 inh | NR2F2 inh | TLR9-MyD88 inh | TRAIL sens C8 | SRC3 inh | EBV LMP1 NFkB | TROY NFkB inh | Vif inh | NOD2 RIPK2 PPI
13: Cc1ccc2oc(=O)c3cc(C(=O)NCc4ccco4)sc3c2c1
 : -10 | -14 | -34 | -4 | -10 | 23 | 10 | -2 | -21 | -1 | 4
14: COCCCNC(=O)Cn1nc(-c2ccccc2OC)ccc1=O
 : 2 | 10 | 10 | 3 | 0 | 6 | -12 | 0 | -8 | x | -11
15: Cc1cccc(C(=O)NCCc2n[nH]c(=S)n2C)c1
 : 0 | -5 | 4 | -12 | 12 | -1 | 2 | -4 | 0 | 4 | -10
16: CCNC(=O)C1CCCN1S(=O)(=O)c1ccc(OC)cc1 (stereo unspecified)
 : 5 | 20 | -7 | 0 | 13 | -6 | 15 | -6 | -1 | 19 | -7
17: O=C(Nc1cccc2cccnc12)c1cc(F)c(F)cc1Cl
 : -14 | -29 | -37 | 0 | 1 | -25 | -36 | -13 | -63 | -6 | 1

Later entries.
cpd	smiles	LRH-1 inv ag	NCOA2 inhibitor	NCOA1 inh	NR2F2 inh	TLR9-MyD88 inh	TRAIL sens C8
25	CC1CCCCC1NC(=S)NC(=O)c1sc2ccccc2c1Cl (stereo unspecified)	-12	-24	-4	-3	-1	-3
26	COc1ccc(Oc2ccc(N/C=C/C(=O)C(C)(C)C)cc2)cc1	1	21	-15	1	2	-4
27	CCOC(=O)N1CCN(C(=O)CSc2ccc(-c3cccc(OC)c3)nn2)CC1	12	-16	5	-1	0	-7
28	CC(C)(C)SCCNC(=O)c1ccc(Cl)c(S(=O)(=O)N2CCOCC2)c1	14	11	16	23	7	-2
29	CCCS(=O)(=O)NC(=O)C1(C)CCN(C(=O)c2ccc(C(=O)OC)cc2)C1 (stereo unspecified)	11	-6	17	1	x	10
30	CC(=Cc1cccs1)C(=O)c1ccccc1	4	-27	-21	-17	-11	4
31	O=C(CCNS(=O)(=O)c1cccc2nonc12)NC1CCCc2ccccc21 (stereo unspecified)	0	17	2	2	-1	-21
32	CC(C)c1ccc(C2(C)NC(=O)N(C(C)C(=O)Nc3ccc(N4CCOCC4)cc3)C2=O)cc1 (stereo unspecified)	-31	15	-13	6	-10	-6
33	CC(C)c1ccc(NC(=O)COC(=O)Cn2cnc3c2c(=O)n(C)c(=O)n3C)cc1	-29	-37	1	10	2	3
34	CCOC(=O)C(C)Sc1nc(=O)n2cc(C)ccc2n1 (stereo unspecified)	6	-32	-5	9	5	-1
35	CC1CCCCC1NC(=S)Nc1cccc(S(=O)(=O)N(C)C)c1 (stereo unspecified)	16	10	-1	5	-3	-10
36	O=C1C(NS(=O)(=O)c2ccc(Cl)cc2)=C(N2CCCCC2)C(=O)c2ccccc21	-1	-3	1	4	-6	2

cpd	SRC3 inh	EBV LMP1 NFkB	TROY NFkB inh	Vif inh	NOD2 RIPK2 PPI
25	2	-17	-1	7	3
26	-6	-11	-48	9	-9
27	7	-3	-13	2	-14
28	10	11	11	x	-13
29	5	x	-4	2	-17
30	-4	-5	-12	-2	6
31	0	5	10	-26	9
32	-10	4	7	9	-6
33	1	0	-5	2	-4
34	5	-7	-11	-2	-5
35	-1	-2	-4	-4	-3
36	-8	-2	-10	-6	-2

Going on with the list:
cpd	smiles	LRH-1 inv ag	NCOA2 inhibitor	NCOA1 inh	NR2F2 inh	TLR9-MyD88 inh	TRAIL sens C8
37	CC(C)Oc1ccc(F)cc1-c1cc(C(=O)NCc2ccc(F)cc2)[nH]n1	12	3	2	11	x	-6
38	COCCn1c(Cc2ccccc2)nnc1SCC(=O)NC1CC1	0	17	-21	3	5	7
39	Cc1ccc2[nH]c(C)c(CC(=O)NCc3ccccc3)c2c1	4	8	-27	8	1	7
40	CC(NC(=O)COC(=O)Cc1ccc(Cl)cc1)c1ccccc1 (stereo unspecified)	-2	7	0	-9	-8	18
41	O=C(CNCc1ccco1)Nc1cc(S(=O)(=O)N2CCOCC2)ccc1N1CCCC1	3	21	23	2	3	-32
42	COc1cc(C(=O)Nc2ccc3c(c2)OCO3)c([N+](=O)[O-])cc1OC	12	25	-6	3	0	-21
43	Cc1ccc2oc(NC(=O)N3CCOCC3)cc(=O)c2c1	9	-7	-5	-9	-1	6
44	Cc1ccc(S(=O)(=O)c2nc(-c3cccs3)oc2NCc2cccnc2)cc1	15	-23	8	10	-1	0
45	O=C1CCN(CCc2ccccc2)CCN1[C@H](COc1ccccc1)Cc1ccccc1	7	-4	0	7	-12	2
46	COC(=O)N/N=C/c1cn(CCOc2ccccc2OC)c2ccccc12	-12	15	4	-15	-1	3
47	Cc1ccc(C(NC(=O)C2CCN(CCCOc3ccccc3)CC2)c2ccccn2)cc1 (stereo unspecified)	-3	-37	-1	8	x	3
48	O=S(=O)(c1ccc2c(c1)OCCO2)N1CCC(O)(c2ccc(Cl)cc2)CC1	-8	-12	16	15	0	16

cpd	SRC3 inh	EBV LMP1 NFkB	TROY NFkB inh	Vif inh	NOD2 RIPK2 PPI
37	0	x	-7	x	-18
38	-19	-7	11	u	-5
39	-5	0	5	-2	-5
40	-12	-7	10	5	7
41	15	4	6	-2	-9
42	3	2	6	x	-8
43	1	-2	-8	-8	2
44	0	-20	3	-4	-3
45	15	-3	8	7	0
46	2	2	-17	-6	-16
47	-2	x	-15	-5	-3
48	-9	0	31	x	1

The results go on.
cpd	smiles	LRH-1 inv ag	NCOA2 inhibitor	NCOA1 inh	NR2F2 inh	TLR9-MyD88 inh	TRAIL sens C8
49	O=C(CCN1C(=O)C2CCCCC2C1=O)Nc1nc2ccc(F)cc2s1 (stereo unspecified)	-61	-33	-79	-49	-10	2
50	Cc1ccc(S(=O)(=O)N2CCCC2C(=O)Nc2nc3ccccc3s2)cc1 (stereo unspecified)	-6	x	-3	x	7	6
51	CCN(CC)CCNC(=O)C1CCC(=O)N1CCc1ccccc1 (stereo unspecified)	-13	11	5	-11	2	10
52	CCCc1cc(C(=O)OCC(=O)N2CCN(c3ccc(OC)cc3)CC2)sc1C	-21	-21	-3	14	4	12

cpd	SRC3 inh	EBV LMP1 NFkB	TROY NFkB inh	Vif inh	NOD2 RIPK2 PPI
49	-51	11	73*	-3	1
50	-14	2	2	-8	-2
51	17	-1	2	-12	-2
52	-9	-7	11	10	-1

The list is partial (hit frequency here may not be typical).
